BioA inh: BioA (M. tuberculosis) enzyme inhibition. hit rate 0.096% among 360,000. inhibition, % at 9.99 µM. AID 602481. purified M. tuberculosis BioA enzyme, plate reader; in the data active = inhibition above about 40%
Active calls of the source: *. Not all compounds are listed; count on the stated rates, not on these rows.

What do the screens show for `C[C@H]1CCCCO[C@H](CN(C)C(=O)Cc2ccccc2)[C@@H](C)CN([C@@H](C)CO)C(=O)c2cc(NC(=O)CCCN(C)C)ccc2O1`?
BioA inh: 1.7

Results for CN(C)CCCNC(=O)C[C@H]1CC[C@H]2[C@@H](COc3ccc(NC(=O)c4ccccc4F)cc3C(=O)N2C)O1 ?
BioA inh: -1.4

What do the screens show for `COc1cccc(-c2cnc3c(c2)C(=O)N([C@@H](C)CO)C[C@H](C)[C@H](CN(C)Cc2ccc(F)cc2)O3)c1`?
BioA inh: 2.8

How did CN(C)CC#Cc1ccc([C@H]2[C@@H](CO)N(C(=O)C3CCCC3)[C@H]2C#N)cc1 do in these assays?
BioA inh: -3.4

Results for COc1ccc(-c2ccc([C@H]3[C@@H](C#N)N(C(=O)C4CCC4)[C@H]3CO)cc2)cc1 ?
BioA inh: 4.9

Results for O=C(NC1CCC1)[C@H]1[C@H](CO)[C@H]2Cn3c(ccc(/C=C/c4ccccc4)c3=O)[C@H]2N1Cc1ccncc1 ?
BioA inh: 0.4

Results for C[C@H]1CN([C@@H](C)CO)C(=O)c2cc(NC(=O)CCN3CCOCC3)ccc2O[C@@H]1CN(C)C(=O)Nc1ccc(C(F)(F)F)cc1 ?
BioA inh: -0.8

What do the screens show for `O=C(c1ccc(F)cc1)N1CCCCN2[C@H](CO)[C@H](c3ccc(-c4ccccc4)cc3)[C@H]2C1`?
BioA inh: -0.1

How did O=C(c1cccc(F)c1)N1CCCCN2[C@H](CO)[C@@H](c3ccc(-c4cccnc4)cc3)[C@@H]2C1 do in these assays?
BioA inh: 4.4

What do the screens show for `C[C@@H]1CN([C@@H](C)CO)C(=O)c2cc(NC(=O)Nc3cccc4ccccc34)ccc2O[C@@H](C)CCCCO[C@H]1CN(C)C`?
BioA inh: 1.2

How did CCC(=O)N[C@H]1CC[C@@H](CC(=O)OC)O[C@H]1CO do in these assays?
BioA inh: -0.4

What do the screens show for `CCC(=O)N1CC[C@@H]2[C@H]1c1cc(C#Cc3ccc(OC)cc3)ccc1N[C@@H]2CO`?
BioA inh: -0.8

Results for O=C(Nc1cccc(F)c1)N1CCCCN2[C@H](CO)[C@H](c3ccc(C#CC4CC4)cc3)[C@@H]2C1 ?
BioA inh: 11

How did Cc1ccc(S(=O)(=O)N(C)C[C@@H]2Oc3ccc(NC(=O)C4CCCCC4)cc3CC(=O)N([C@@H](C)CO)C[C@@H]2C)cc1 do in these assays?
BioA inh: 3.4

How did COc1cccc(S(=O)(=O)N(C)C[C@@H]2Oc3ncc(C#CC(C)(C)O)cc3C(=O)N([C@H](C)CO)C[C@@H]2C)c1 do in these assays?
BioA inh: -0.5

What do the screens show for `CN(C)CC(=O)N[C@@H]1C=C[C@H](CC(=O)NCCN2CCCCC2)O[C@H]1CO`?
BioA inh: -3.6

How did C[C@H]1CN([C@@H](C)CO)C(=O)c2cc(NC(=O)Cc3cn(C)c4ccccc34)ccc2O[C@H]1CN(C)S(=O)(=O)c1ccc(F)cc1 do in these assays?
BioA inh: -3.2

How did COCC#Cc1ccc2c(c1)O[C@@H](CN(C)Cc1ccncc1)[C@@H](C)CN([C@H](C)CO)S2(=O)=O do in these assays?
BioA inh: -0.2

Results for C[C@H](CO)N1C[C@H](C)[C@H](CN(C)Cc2ccc(Cl)c(Cl)c2)Oc2c(NC(=O)C3CC3)cccc2C1=O ?
BioA inh: 4.0

What do the screens show for `Cc1cccc(S(=O)(=O)N2CC[C@@H]3[C@@H](CO)Nc4ccc(C#Cc5ccccc5F)cc4[C@@H]32)c1`?
BioA inh: -3.7

How did O=C(C[C@@H]1C=C[C@H](NC(=O)NC2CCCC2)[C@H](CO)O1)NCc1ccc(F)cc1 do in these assays?
BioA inh: -2.4

Results for COc1cccc(CNC(=O)c2cc3c(c(-c4cccc(-c5ccncc5)c4)n2)[C@H](CCO)N([S@@](=O)C(C)(C)C)C3)c1 ?
BioA inh: 11

Results for C[C@H]1CCCCO[C@@H](CN(C)C)[C@@H](C)CN([C@@H](C)CO)C(=O)c2cc(NS(=O)(=O)c3ccc(Cl)cc3)ccc2O1 ?
BioA inh: 0.8

What do the screens show for `CCC(=O)N1[C@@H](CO)[C@@H](c2ccccc2)[C@@H]1CN(CC)C(=O)c1ccccc1`?
BioA inh: 4.2

How did COCC(=O)N(C)C[C@@H]1Oc2cc(C#CC3CC3)ccc2S(=O)(=O)N([C@@H](C)CO)C[C@@H]1C do in these assays?
BioA inh: 3.7

What do the screens show for `CCC(=O)Nc1ccc2c(c1)C(=O)N(C)[C@@H]1CC[C@@H](CC(=O)NCCN3CCCCC3)O[C@@H]1CO2`?
BioA inh: 0.9

Results for Cc1ccc(-c2ccc([C@H]3[C@@H](CO)N4CCCCN(C(=O)Nc5ccccc5)C[C@@H]34)cc2)cc1 ?
BioA inh: 5.7

What do the screens show for `C[C@@H]1CN([C@H](C)CO)C(=O)c2cc(C#CCC3CCCC3)cnc2O[C@H]1CN(C)C(=O)CN(C)C`?
BioA inh: 1.2

What do the screens show for `C[C@H](O)C#Cc1cnc2c(c1)C(=O)N([C@@H](C)CO)C[C@@H](C)[C@H](CN(C)C(=O)Cc1ccncc1)O2`?
BioA inh: 1.0

Results for COc1ccc(S(=O)(=O)Nc2cccc3c2O[C@@H](CN(C)C(=O)NC(C)C)[C@@H](C)CN([C@H](C)CO)C3=O)cc1 ?
BioA inh: 0.7

What do the screens show for `C[C@H]1CN([C@@H](C)CO)C(=O)c2cc(NC(=O)Cn3cnnn3)ccc2O[C@@H]1CN(C)CC1CCCCC1`?
BioA inh: -0.7

Results for COc1ccc(S(=O)(=O)Nc2ccc3c(c2)[C@@H]2C[C@@H](CC(=O)NCC4CC4)O[C@@H](CO)[C@@H]2O3)cc1 ?
BioA inh: 1.9

Results for C[C@@H]1CN([C@@H](C)CO)C(=O)c2cc(N(C)C)ccc2O[C@@H](C)CCCCO[C@H]1CN(C)C(=O)Nc1cccc2ccccc12 ?
BioA inh: -1.7

What do the screens show for `C[C@@H]1CN([C@H](C)CO)C(=O)c2cc(NC(=O)Nc3cccc4ccccc34)ccc2O[C@@H]1CN(C)C(=O)Nc1ccc(C(F)(F)F)cc1`?
BioA inh: 4.4

How did O=C(Nc1cc(F)ccc1F)N[C@H]1CC[C@@H](CCn2cc(C3CC3)nn2)O[C@H]1CO do in these assays?
BioA inh: 2.3

Results for N#C[C@H]1[C@@H](c2ccc(C#Cc3cccc(F)c3)cc2)[C@H](CO)N1C(=O)C1CC1 ?
BioA inh: 1.4

How did COc1ccc(-c2ccc3c(c2)O[C@@H](CN(C)Cc2cccnc2)[C@H](C)CN([C@@H](C)CO)S3(=O)=O)cc1 do in these assays?
BioA inh: -2.2

What do the screens show for `CO[C@H]1CN(C)C(=O)c2cc(NC(=O)NC(C)C)ccc2OC[C@@H](C)N(C(=O)C2CCC2)C[C@@H]1C`?
BioA inh: 0.6

Results for CC(=O)N[C@@H]1C=C[C@H](CC(=O)NCC2CCCCC2)O[C@@H]1CO ?
BioA inh: 0.5

Results for O=C(C[C@@H]1CC[C@@H]2[C@H](COC[C@H](O)CN2C(=O)c2ccc(F)cc2)O1)NCc1cccc(F)c1 ?
BioA inh: -2.6

Results for Cc1noc(C)c1S(=O)(=O)N(C)C[C@@H]1Oc2ccc(NS(=O)(=O)c3cn(C)cn3)cc2CC(=O)N([C@@H](C)CO)C[C@@H]1C ?
BioA inh: -3.2

Results for C[C@H]1CN([C@@H](C)CO)C(=O)c2cccc(NC(=O)Nc3ccc(F)cc3)c2O[C@H]1CN(C)Cc1ccc(Oc2ccccc2)cc1 ?
BioA inh: -2.0

How did C[C@H]1CCCCO[C@H](CN(C)C(=O)Nc2cccc3ccccc23)[C@@H](C)CN([C@@H](C)CO)C(=O)c2cc(NC(=O)Cc3ccccc3)ccc2O1 do in these assays?
BioA inh: -2.3

Results for O=C(C[C@H]1C[C@H]2c3cc(NC(=O)c4ccc5c(c4)OCO5)ccc3O[C@H]2[C@@H](CO)O1)NCc1cc(F)ccc1F ?
BioA inh: -2.6

Results for COCCNC(=O)C[C@H]1CC[C@H]2[C@H](COc3ccc(NS(=O)(=O)c4ccc(Cl)cc4)cc3C(=O)N2C)O1 ?
BioA inh: 1.8

Results for C[C@H](CO)N1C[C@H](C)[C@H](CN(C)C(=O)Nc2ccc3c(c2)OCO3)Oc2ccc(NC(=O)C3CC3)cc2CC1=O ?
BioA inh: 0.7

Results for C[C@H]1CN([C@@H](C)CO)C(=O)c2cc(C#Cc3ccccc3)cnc2O[C@@H]1CN(C)C(=O)CCN1CCCCC1 ?
BioA inh: 0.1

What do the screens show for `C[C@H](CO)N1C[C@H](C)[C@@H](CN(C)Cc2cncnc2)Oc2ncc(C#CC3(O)CCCC3)cc2C1=O`?
BioA inh: -0.3

How did C[C@@H]1CN([C@@H](C)CO)C(=O)c2cccc(NC(=O)c3ccncc3)c2O[C@H]1CN(C)C(=O)NC1CCCCC1 do in these assays?
BioA inh: -1.3

How did CCN1[C@H](C(=O)NC2CCCC2)[C@@H](CO)[C@@H]2Cn3c(ccc(-c4ccccc4F)c3=O)[C@@H]21 do in these assays?
BioA inh: 4.6

Results for O=C(C[C@@H]1C[C@H]2c3cc(NC(=O)c4cccnc4)ccc3O[C@H]2[C@@H](CO)O1)NCc1cccnc1 ?
BioA inh: 22

Results for N#C[C@H]1[C@@H](c2ccc(C3=CCCCC3)cc2)[C@H](CO)N1C(=O)c1cccc(F)c1 ?
BioA inh: 0.0

How did COc1ccccc1-c1cn(CC[C@H]2CC[C@@H](NC(=O)Cc3ccccn3)[C@@H](CO)O2)nn1 do in these assays?
BioA inh: 0.1

How did C[C@H](O)C#Cc1ccc2c(c1)O[C@@H](CN(C)Cc1ccccn1)[C@H](C)CN([C@@H](C)CO)S2(=O)=O do in these assays?
BioA inh: 1.2

What do the screens show for `O=S(=O)(c1ccc(F)cc1)N1CCCCN2[C@H](C1)[C@@H](c1ccc(-c3cncnc3)cc1)[C@@H]2CO`?
BioA inh: -0.3

Results for Cc1noc(C)c1NC(=O)Nc1ccc2c(c1)C(=O)N([C@@H](C)CO)C[C@H](C)[C@@H](CN(C)C(=O)Nc1ccc(C(F)(F)F)cc1)OCCCC[C@@H](C)O2 ?
BioA inh: -1.6

What do the screens show for `COc1ccc(NC(=O)Nc2ccc3c(c2)CC(=O)N([C@@H](C)CO)C[C@H](C)[C@H](CN(C)Cc2ccc4c(c2)OCO4)O3)cc1`?
BioA inh: -2.7

What do the screens show for `C[C@@H]1CN([C@H](C)CO)C(=O)Cc2cc(NC(=O)NC3CCCCC3)ccc2O[C@H]1CN(C)Cc1ccc(C(F)(F)F)cc1`?
BioA inh: 0.7

How did C[C@@H]1CCCCO[C@H](CN(C)C(=O)Nc2cccc3ccccc23)[C@H](C)CN([C@@H](C)CO)C(=O)c2cc(NC(=O)Nc3ccc(C(F)(F)F)cc3)ccc2O1 do in these assays?
BioA inh: -1.3

How did C[C@H]1CN([C@@H](C)CO)C(=O)Cc2cc(NC(=O)Nc3cccc4ccccc34)ccc2O[C@@H]1CN(C)Cc1ccc(C(=O)O)cc1 do in these assays?
BioA inh: 1.7

How did CS(=O)(=O)N1[C@H](CO)[C@@H](c2ccc(C#CC3CCCCC3)cc2)[C@@H]1C#N do in these assays?
BioA inh: -0.4

Results for C[C@@H]1CN([C@@H](C)CO)C(=O)c2cc(-c3cccc(F)c3)cnc2O[C@@H]1CN(C)S(C)(=O)=O ?
BioA inh: 2.6

How did COCC(=O)Nc1ccc2c(c1)C(=O)N(C)C[C@@H](OC)[C@H](C)CN(Cc1cccc(F)c1)[C@H](C)CO2 do in these assays?
BioA inh: 2.4

What do the screens show for `C[C@H](CO)N1C[C@H](C)[C@@H](CN(C)C(=O)c2ccncc2)Oc2ncc(-c3ccc(C(=O)N(C)C)cc3)cc2C1=O`?
BioA inh: -1.1

What do the screens show for `CCC(=O)Nc1ccc2c(c1)OC[C@@H](C)N(C(=O)c1ccccc1F)C[C@@H](C)[C@H](OC)CN(C)C2=O`?
BioA inh: 1.3

What do the screens show for `C[C@@H]1CCCCO[C@@H](CN(C)C(=O)Nc2ccc3c(c2)OCO3)[C@H](C)CN([C@@H](C)CO)C(=O)c2cc(NS(=O)(=O)c3ccc(Cl)cc3)ccc2O1`?
BioA inh: 1.9

How did C[C@H](CO)N1C[C@H](C)[C@H](CN(C)C(=O)Nc2ccc(F)cc2)OCCCC[C@H](C)Oc2ccc(NC(=O)C3CCCCC3)cc2C1=O do in these assays?
BioA inh: 0.0

Results for CO[C@@H]1CN(C)C(=O)c2cc(NC(=O)C3CCOCC3)ccc2OC[C@H](C)N(C)C[C@@H]1C ?
BioA inh: -0.3

What do the screens show for `COc1ccc(CN(C)C[C@@H]2Oc3c(NC(=O)Nc4ccccc4)cccc3C(=O)N([C@H](C)CO)C[C@@H]2C)cc1`?
BioA inh: 0.1

Arranged by count of non-hydrogen atoms (lowest first): some entries from above.
How did CS(=O)(=O)N1[C@H](CO)[C@@H](c2ccc(C#CC3CCCCC3)cc2)[C@@H]1C#N do in these assays?
BioA inh: -0.4

How did COCC(=O)Nc1ccc2c(c1)C(=O)N(C)C[C@@H](OC)[C@H](C)CN(Cc1cccc(F)c1)[C@H](C)CO2 do in these assays?
BioA inh: 2.4

How did C[C@H](CO)N1C[C@H](C)[C@H](CN(C)C(=O)Nc2ccc(F)cc2)OCCCC[C@H](C)Oc2ccc(NC(=O)C3CCCCC3)cc2C1=O do in these assays?
BioA inh: 0.0

Of the compounds above, these have a cyano group.
How did CN(C)CC#Cc1ccc([C@H]2[C@@H](CO)N(C(=O)C3CCCC3)[C@H]2C#N)cc1 do in these assays?
BioA inh: -3.4

Results for COc1ccc(-c2ccc([C@H]3[C@@H](C#N)N(C(=O)C4CCC4)[C@H]3CO)cc2)cc1 ?
BioA inh: 4.9

Results for N#C[C@H]1[C@@H](c2ccc(C#Cc3cccc(F)c3)cc2)[C@H](CO)N1C(=O)C1CC1 ?
BioA inh: 1.4

Results for N#C[C@H]1[C@@H](c2ccc(C3=CCCCC3)cc2)[C@H](CO)N1C(=O)c1cccc(F)c1 ?
BioA inh: 0.0

How did CS(=O)(=O)N1[C@H](CO)[C@@H](c2ccc(C#CC3CCCCC3)cc2)[C@@H]1C#N do in these assays?
BioA inh: -0.4
